HCMV inh = qHTS Assay for inhibitors of the human cytomegalovirus (HCMV); 410,000 compounds, 4.5% hits; activity change, negative = inhibition, % at 57.5 µM; HFF cells, HCMV-luciferase reporter, 72 h; stronger effect = lower value; in the data active = activity change below about -60%; inconclusive = no clear call, values can overlap the other calls; inactive = above about -39%
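Cell-based, HFFs, 1000 cells/well, 16 h 37C; cpds in DMSO + HCMV-luc, MOI 1 PFU/cell; 72 h 37C; OneGlo luminescence after 5 min RT; norm. to buffer vs Salinomycin 10uM.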
AMA1-RON2 inh = qHTS for Inhibitors of AMA1-RON; Towards Development of Antimalarial Drug Lead: Primary Screen; Plasmodium falciparum AMA1 (3D7) - RON2 peptide interaction; AlphaScreen AMA1-biotinylated RON2 peptide binding; Potency, µM (top dose mostly 58.2 µM), for inactives: at the top dose activity change, negative = inhibition, most hits filed as inhibitors; 360,000 compounds, 0.2% hits; AID 720542, 2013;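 note: potency is the fitted concentration of half-maximal effect; 0% = vehicle wells and -100% = peptide control; nearly all actives have a fitted effect of over 45% in size; some results filed as inactive show a strong effect at the top dose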
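AMA1 (3D7) with his tag at 25 nM final met compounds first, then biotinylated RON2 peptide at 25 nM; detection used donor plus acceptor beads, 10 µg/mL apiece, read by AlphaScreen after 30 min at room temperature.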
AmpC no deterg = qHTS Inhibitors of AmpC Beta-Lactamase (assay without detergent). P00811. AmpC nitrocefin hydrolysis, absorbance 480 nm, 0.0001% Triton. Potency, µM (highest dose often 57.1 µM), for inactives: at the top dose activity change, negative = inhibition, actives largely listed as inhibitors. 330,000 compounds, 0.52% hits. AID 485341, 2010;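 note: potency is the fitted concentration of half-maximal effect; plate controls were no compound for no effect and no enzyme for full effect; nearly all actives have a fitted effect of over 20% in size; some results filed as inactive show a strong effect at the top dose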
Target sequence (P00811 whole entry, looked up): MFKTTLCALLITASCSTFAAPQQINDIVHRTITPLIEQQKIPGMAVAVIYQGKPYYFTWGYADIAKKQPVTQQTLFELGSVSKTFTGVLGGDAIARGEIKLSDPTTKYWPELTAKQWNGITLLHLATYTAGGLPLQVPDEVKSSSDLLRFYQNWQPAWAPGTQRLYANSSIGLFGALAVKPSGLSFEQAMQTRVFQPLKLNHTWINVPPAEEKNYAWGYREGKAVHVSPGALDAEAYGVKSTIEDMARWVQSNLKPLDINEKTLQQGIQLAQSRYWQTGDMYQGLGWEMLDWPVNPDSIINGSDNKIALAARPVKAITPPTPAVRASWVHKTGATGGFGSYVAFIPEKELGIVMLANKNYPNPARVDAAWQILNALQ
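20 mM phosphate pH 7.0 + 0.01% (detergent screen) or 0.0001% Triton X-100; 5.3 nM AmpC reagent; cpd preinc 15 min RT; nitrocefin (800 uM stock) to start; A480 q20 s × 4 min; Activity was normalised to no-enzyme and no-compound control wells.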
AmpC inh detg = qHTS Inhibitors of AmpC Beta-Lactamase (assay with detergent); Potency, µM (doses to about 114 µM), for inactives: at the top dose activity change, negative = inhibition, actives largely listed as inhibitors; P00811; AmpC hydrolysis of nitrocefin, absorbance 480 nm, 0.01% Triton; 370,000 compounds, 0.041% hits;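 note: potency is the fitted concentration of half-maximal effect; 0% = no-compound wells and -100% = no-enzyme wells; nearly all actives have a fitted effect of over 25% in size; some results filed as inactive show a strong effect at the top dose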
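AmpC (5.3 nM in the dispensed reagent) in 20 mM phosphate pH 7.0 with 0.01% (detergent screen) or 0.0001% Triton X-100 was preincubated with compounds for 15 min at room temperature. Nitrocefin was then added from an 800 uM solution, and hydrolysis was followed at 480 nm.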
Giardia FBPA inh = qHTS Assay for Inhibitors of Fructose-1,6-bisphosphate Aldolase from Giardia Lamblia. A8B2U2. purified Giardia FBPA. Potency, µM (titrated, usually from 59.6 µM), for inactives: at the top dose activity, negative = inhibition, actives largely listed as inhibitors. 290,000 compounds, 0.71% hits. AID 2451, 2010; note: potency is the fitted concentration of half-maximal effect; nearly all actives have a fitted effect of over 55% in size
Target sequence (A8B2U2 whole entry, looked up): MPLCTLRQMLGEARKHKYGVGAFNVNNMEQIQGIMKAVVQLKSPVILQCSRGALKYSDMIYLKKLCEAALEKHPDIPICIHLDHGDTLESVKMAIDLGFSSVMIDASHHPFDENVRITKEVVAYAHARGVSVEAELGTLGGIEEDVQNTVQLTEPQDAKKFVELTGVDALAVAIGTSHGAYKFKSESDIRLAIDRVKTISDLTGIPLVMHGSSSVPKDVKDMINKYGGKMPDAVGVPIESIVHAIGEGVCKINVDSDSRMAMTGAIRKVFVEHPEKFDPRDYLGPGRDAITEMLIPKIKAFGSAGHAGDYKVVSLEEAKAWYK
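Giardia FBPA (40 nM reagent) was preincubated 10 min at RT with compound (up to 57.5 uM final), then substrate plus GAPDH/TPI/NAD/arsenate coupling system with diaphorase/resazurin was added; resorufin fluorescence (525/598 nm) was read after 20 min.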
Sm TGR block = qHTS Assay for the Inhibitors of Schistosoma Mansoni Peroxiredoxins | purified TGR, DTNB reduction, TNB absorbance 405 nm | Potency, µM (top dose mostly 114 µM), without a hit: at the highest dose activity change, negative = inhibition, actives largely listed as inhibitors | 360,000 compounds, 3% hits | AID 485364, 2010; note: potency is the fitted concentration of half-maximal effect; nearly all actives have a fitted effect of over 60% in size
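First, TGR (20 nM dispensed) and NADPH were mixed with compound. Second, a 15 min room-temperature incubation followed. Third, further NADPH and then DTNB were added to start the reaction. Finally, TNB absorbance was monitored kinetically.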
* marks the source's active call; other numbers are inactive results; u = inconclusive; x = no result given; [ ] = remark or other dose. Unless noted, calls come from the whole dose curve; as a rule, active = well fitted curve in the direction sought with a large enough effect; inconclusive = small, poorly fitted or top-dose-only effect, or another doubt; inactive = no such curve, though single readings can be large; an effect the other way counts as inactive or inconclusive. Unless noted, % is set by controls: 0 for no effect and ±100 for the full control effect. Rows are unselected, and some 7.8% of all compounds hit somewhere here.

canonical_smiles | AmpC inh detg | AMA1-RON2 inh | AmpC no deterg | Sm TGR block | Giardia FBPA inh | HCMV inh
Cc1ccc(C)c(CSCc2nc3ccccc3[nH]2)c1 | 5% | -3% | -41% | 1% | 1% | -73*
COC(=O)C1=C(C)NC(C)=C(C(=O)OCC2CCCO2)C1c1cccc(Cl)c1 (stereo unspecified) | 3% | 16% | 86%[activator] | 3% | x | 51
Cn1c(=O)cc(SCC(=O)N2CCN(c3ccccc3F)CC2)c2ccc(Cl)cc21 | 5% | x | x | 1% | x | 25
CC(C)OC12Oc3ccccc3C=C1N1CCC2CC1 (stereo unspecified) | -11% | 1% | -2% | -31% | 3% | -5
CC1CCC2(CC1)NC(=O)N(CC(=O)N1CCc3ccccc3C1)C2=O (stereo unspecified) | 0% | 4% | -15% | 3% | 6% | -26
COC(=O)C1CCC(C)(C(=O)Nc2ccccc2)C1(C)C (stereo unspecified) | 3% | 5% | -16% | 3% | 0% | 24
Cc1c(OC(C)C(=O)NCC2CCC(C(=O)O)CC2)ccc2c(-c3ccccc3)cc(=O)oc12 (stereo unspecified) | -14% | 0% | 7% | 1% | -3% | -25
Nc1nonc1-n1nnc(C(=O)N/N=C/c2ccc(Br)cc2)c1CN1CCOCC1 | -17% | 34%[activator] | 6% | 1% | -13% | -33
COc1ccc(NC(=O)CSC2=C(C#N)C(c3ccco3)C3=C(CCCC3=O)N2)c(OC)c1 (stereo unspecified) | -2% | 2% | -8% | u | -17% | 15
COc1cccc(OC(=O)CSc2nnc(-c3ccccc3OC)o2)c1 | -2% | x | x | -15% | x | 13

Random excerpt: 4 records from the list
canonical_smiles | AmpC inh detg | AMA1-RON2 inh | AmpC no deterg | Sm TGR block | Giardia FBPA inh | HCMV inh
COC(=O)C1=C(C)NC(C)=C(C(=O)OCC2CCCO2)C1c1cccc(Cl)c1 (stereo unspecified) | 3% | 16% | 86%[activator] | 3% | x | 51
Cn1c(=O)cc(SCC(=O)N2CCN(c3ccccc3F)CC2)c2ccc(Cl)cc21 | 5% | x | x | 1% | x | 25
COc1cccc(OC(=O)CSc2nnc(-c3ccccc3OC)o2)c1 | -2% | x | x | -15% | x | 13
COC(=O)C1CCC(C)(C(=O)Nc2ccccc2)C1(C)C (stereo unspecified) | 3% | 5% | -16% | 3% | 0% | 24

Additional entries
canonical_smiles | AmpC inh detg | AMA1-RON2 inh | AmpC no deterg | Sm TGR block | Giardia FBPA inh | HCMV inh
COc1cc2c(cc1OC)-c1cc3ccc(OC)c(OC)c3c[n+]1CC2 | u | -9% | 16% | -10% | u | -25
Cc1ccc(CN2CCN(Cc3ccc4ncccc4c3)CC2CCO)cc1 (stereo unspecified) | -4% | -16% | 56% | 2%[57.1 µM] | 4% | -32
CCCCc1nnc(SCc2cc(=O)c3cc(F)ccc3[nH]2)n1C | 3% | x | x | 4% | x | -15
CCCCn1c(=N)c(S(=O)(=O)c2ccc(C)cc2)cc2c(=O)n3cc(C)ccc3nc21 | 4% | x | x | 7% | x | 17
CCC(CC)NC(=O)c1oc2ccccc2c1COc1ccccc1 | 8% | -4% | -2% | 11% | 1% | -27
CC(CCCC(C)(C)O)NC(=O)c1ccc(OC2CCN(C(=O)C3CC3)CC2)cc1 (stereo unspecified) | -14% | 1% | 1% | 13% | 3% | 6
CC(C)NC(=O)NC(=O)CSc1ncccn1 | -6% | 0% | -11% | -7% | 5% | -18
Cc1cccc(NS(=O)(=O)c2c(C)nc3sccn3c2=O)c1C | -9% | x | x | -6% | x | -5
CC(NC(=O)c1ccc2c(c1)OCO2)C(c1cccs1)N1CCOCC1 (stereo unspecified) | -11% | 3% | 2% | -22% | 1% | -9
O=C(Cc1coc2cc3c(cc12)CCC3)NCC1(N2CCCCC2)CCCCC1 | -11% | -10% | 47% | 2% | 7% | -2
COc1ccccc1NC(=O)C1=C(C)Nc2ncnn2C1c1cccn1C (stereo unspecified) | 8% | x | x | -1% | x | 5
COC(=O)c1ccc(CNC(=O)COC(=O)c2cc(Cl)nc(Cl)c2)cc1 | u | -3% | -12%[11.4 µM] | -19% | 6% | -11
C=CCN(C(=O)CNS(=O)(=O)c1ccccc1)C(C(=O)NCCOC)c1ccncc1 (stereo unspecified) | -5% | -3% | -7% | -6% | 2% | 3
Cc1c(C(=O)N2CC3(CC(c4cccc(NC(=O)[C@H]5CCC(=O)N5)c4)=NO3)C[C@@H]2C(N)=O)cc([N+](=O)[O-])cc1[N+](=O)[O-] (stereo partly specified) | 1% | 8% | 23% | -7% | -2% | -3
Cc1ccc(-n2nc3c(N4CCC(C(=O)NCc5cccc(F)c5)CC4)nnc(C)c3c2C)cc1 | -1% | u | 163%[activator] | -29% | x | x
O=C(Cc1ccccc1F)Nc1nc2ccccc2[nH]1 | 3% | 7% | -20% | x | -3% | -12
Cc1ccc(CNC(=O)c2cccc(NC(=O)N3CCSc4ncccc43)c2)cc1 | 1% | x | x | 3% | x | -12
CCC(=O)N(c1ccc(F)cc1)C1C=CS(=O)(=O)C1 (stereo unspecified) | -11% | 6% | -9% | -18% | 4% | -4
Cc1onc(-c2ccccc2)c1C(=O)N/N=C/c1c[nH]c2ccccc12 | -1% | 21% | -43% | 2% | -21% | 73
O=c1[nH]c(C2CCCN(S(=O)(=O)c3ccccc3)C2)nc2c1nnn2Cc1ccccc1 (stereo unspecified) | -14% | -5% | -14% | 89µM* | 1% | -24
CC(=O)Nc1c(C(=O)O)oc2ccccc12 | -10% | -6% | -12% | 0% | 12% | 53
NC(=S)N/N=C/c1ccc(-c2cc(Cl)cc(Cl)c2)o1 | -2% | -10% | x | u | -25% | u
O=C1CC(N2CCC(O)CC2)C(=O)N1c1ccc(Br)cc1 (stereo unspecified) | -12% | 10% | 1% | 56µM* | 2% | 45
OCCN(CCO)CC(O)COCCC12CC3CC(CC(C3)C1)C2 (stereo unspecified) | 9% | -6% | 103%[activator] | 6% | -9% | -25
CCOC(=O)C(C)Sc1ncc(OC)c(Sc2ccc(Cl)cc2)n1 (stereo unspecified) | -6% | 22% | 51% | -21% | 1% | -2
O=C(Nc1ccncc1)c1ccc2ncsc2c1 | u | 0% | -20% | 0% | x | -26
O=C(C1CC(=O)N(c2ccc3c(c2)OCCO3)C1)N1CCN(Cc2ccccc2)CC1 (stereo unspecified) | 6% | -3% | 77%[activator] | -14% | x | 0
OCCOCCOCCn1c2ccccc2c2ccccc21 | u | -10% | 78%[activator] | 43%[activator] | -3% | 2
CN(Cc1ccccc1)C(=O)NC1CCCCC1 | -10% | -7% | -9% | -5% | 1% | -31
CN(Cc1ccccc1)Cc1nc2c([nH]1)c(=O)n(C)c(=O)n2C | u | 103%[activator] | -6% | -7% | -19% | 24
COC(=O)C(CC(=O)c1ccc(C)cc1)n1nc(C)cc1C (stereo unspecified) | 5% | -2% | 45% | 13µM* | -3% | 29
O=[N+]([O-])c1ccccc1OCCCN1CCOCC1 | -3% | 5% | 4% | 8% | 1% | -14
Cc1ccccc1CNC(=O)CCCC(=O)n1nc(C)c2ccccc21 | -4% | -3% | 20% | -26% | 0% | 5
COc1ccc(OC)c2sc(NNC(=O)COc3ccccc3)nc12 | -3% | 88%[activator] | -23% | -7% | 7% | -20
Cc1c(N=C2NC(=O)C(CC(=O)Nc3ccc(Cl)cc3)S2)c(=O)n(-c2ccccc2)n1C (stereo unspecified) | -5% | -3% | 37% | -23% | 11% | -6
Cc1ncc(CN2CCN(CCC(C)C)C(CCO)C2)s1 (stereo unspecified) | -7% | -5% | -9% | 0% | 1% | u
COc1cccc(NC(=O)CN2C(=O)C3(OCCCO3)c3ccccc32)c1 | 2% | -1% | -40% | 6% | 4% | 92
CCCCC1CC(CSC(=N)N)OC1=O (stereo unspecified) | 2% | 17% | -13% | 0% | 2% | -3
CCOC(=O)c1cc(-c2ccccc2)n(CCC(=O)N2CCN(c3ccccn3)CC2)c1C | -4% | -14% | 184%[activator] | -3% | 1% | -14
Brc1ccc2nc(CSc3ncn[nH]3)cn2c1 | -9% | 20% | -7% | 5% | -1% | 54
O=C(Cn1c(=O)sc2ccccc21)Nc1ccc(O)cc1 | u | -4% | -49% | -11% | -5% | -25
COc1ccccc1N1CCN(C(=O)c2ccc(-c3nc4ccccc4s3)o2)CC1 | -8% | 0% | 163%[activator] | 9% | x | 0
COc1ccccc1CC(=O)NN1C(=O)c2ccccc2C1=O | u | -16% | -8% | -5% | 1% | -31
CCN(CC)CC(=O)Nc1sc(C)c(C)c1C(=O)c1ccc(C)cc1 | -3% | -14% | 8% | -5% | 1% | -19
CC(=O)c1ccc(NC(=O)Cn2c(=O)cc(C)c3c(C)nn(-c4cccc(F)c4)c32)cc1 | 8% | x | x | 0% | x | 4
CNC(C(=O)c1ccccc1)C(OC)c1ccccc1 (stereo unspecified) | -10% | 11% | -8% | 9% | -1% | 22
CC(C)c1ccc(OCC(=O)Nc2c(Cl)ccc3nsnc23)cc1 | -2% | x | x | 5% | x | 4
Cc1cccc(CNC(=O)c2ccc3oc(=O)n(Cc4ccccc4)c3c2)c1 | 12% | x | x | 6% | x | -15
CC(=O)c1ccc(NC(=O)CCNS(=O)(=O)c2ccccc2F)cc1 | 0% | -12% | -9% | -7% | -3% | 7
CC(=O)NC(C)Cc1ccccc1 (stereo unspecified) | -2% | 2% | -5% | -3% | 0% | 1

Next entries
canonical_smiles | AmpC inh detg | AMA1-RON2 inh | AmpC no deterg | Sm TGR block | Giardia FBPA inh | HCMV inh
CCn1c(SCc2ccccc2)nnc1-c1ccc(S(=O)(=O)N2CCCCC2)cc1 | u | 7% | 14% | 1% | 1% | -25
COc1ccc(CCNS(=O)(=O)c2ccc(Br)s2)cc1 | 1% | -2% | 66%[activator] | -10% | x | -11
CN1CCN(C(=O)CCN2C(=O)/C(=C/c3cccc(Br)c3)SC2=S)CC1 | -2% | 34%[activator] | 43% | 1% | 13% | -17
CCCn1nc(C(=O)OCc2nc(N)nc(Nc3ccccc3C)n2)c2ccccc2c1=O | u | -8%[11.6 µM] | -4% | -16% | x | 0
CS(=O)(=O)c1ccc2nc(NC(=O)Nc3ccccc3F)sc2c1 | -17% | -2% | -22% | 6% | 6% | 89
